AmpC inh detg = blocks E. coli AmpC beta-lactamase in detergent assay. Potency, µM (series often up to 114 µM), for inactives: at the top dose activity change, negative = inhibition, actives largely listed as inhibitors. AmpC hydrolysis of nitrocefin, absorbance 480 nm, 0.01% Triton. AID 485294. 370,000 compounds, 0.041% hits;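 further: potency means the concentration at half of the fitted maximal effect; 0% = no-compound wells and -100% = no-enzyme wells; nearly all actives have a fitted effect of over 25% in size; some results filed as inactive show a strong effect at the top dose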
Target sequence (P00811 whole entry, looked up): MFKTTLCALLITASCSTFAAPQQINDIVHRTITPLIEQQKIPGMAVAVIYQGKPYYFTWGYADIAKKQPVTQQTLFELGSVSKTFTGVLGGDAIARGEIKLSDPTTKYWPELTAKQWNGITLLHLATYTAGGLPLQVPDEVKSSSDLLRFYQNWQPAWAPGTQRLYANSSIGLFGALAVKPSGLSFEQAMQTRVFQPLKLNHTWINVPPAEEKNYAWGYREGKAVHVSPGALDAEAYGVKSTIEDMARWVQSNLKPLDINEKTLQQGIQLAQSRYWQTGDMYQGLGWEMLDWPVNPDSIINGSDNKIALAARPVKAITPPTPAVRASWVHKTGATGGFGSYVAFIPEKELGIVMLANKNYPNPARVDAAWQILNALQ
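20 mM phosphate pH 7.0 + 0.01% (detergent screen) or 0.0001% Triton X-100; 5.3 nM AmpC reagent; cpd preinc 15 min RT; nitrocefin (800 uM stock) to start; A480 q20 s × 4 min; Activity was normalised to no-enzyme and no-compound control wells.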
HCV inhibitor = blocks hepatitis C virus | AID 651820 | Huh7.5.1 HCVcc-Cre infection, luciferase reporter, 44 h | Potency, µM (titrated, usually from 41.8 µM), for the others: top-dose activity change, negative = inhibition, actives largely listed as inhibitors | 340,000 compounds, 3.4% hits; further: potency means the concentration at half of the fitted maximal effect
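Compounds are dispensed onto cells plated 4 h earlier at 1,000 per well, with HCVcc-Cre virus (about 0.5 moi) added next. Following 44 h of culture, luminescent signal is measured for 15 sec after 15 min with substrate at room temperature.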
HCMV antiviral = human cytomegalovirus inhibition; HFF cells, HCMV-luciferase reporter, 72 h; hits give low values; activity change, negative = inhibition, % at 57.5 µM; 410,000 compounds, 4.5% hits; in the data active means activity change below about -60%; inconclusive means no clear call, values can overlap the other calls; inactive means above about -39%
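Two-dose cell screen: HFF monolayers treated with compounds and infected with luciferase-expressing HCMV at 1 PFU/cell, 72 h at 37C, then lysed for luciferase measurement.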
AMA1-RON2 inh = disrupts binding of P. falciparum AMA1 to RON2 | AlphaScreen AMA1-biotinylated RON2 peptide binding | Potency, µM (doses to about 58.2 µM), without a hit: at the top dose activity change, negative = inhibition, actives largely listed as inhibitors | 360,000 compounds, 0.2% hits;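 further: potency means the concentration at half of the fitted maximal effect; 0% = vehicle wells and -100% = peptide control; nearly all actives have a fitted effect of over 45% in size; some results filed as inactive show a strong effect at the top dose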
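AMA1 (3D7) with his tag at 25 nM final met compounds first, then biotinylated RON2 peptide at 25 nM; detection used donor plus acceptor beads, 10 µg/mL apiece, read by AlphaScreen after 30 min at room temperature.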
Sm TGR inh = inhibitors of Schistosoma mansoni thioredoxin glutathione reductase; Q962Y6; purified TGR, DTNB reduction, TNB absorbance 405 nm; Potency, µM (highest dose often 114 µM), without a hit: at the top dose activity change, negative = inhibition, most hits filed as inhibitors; 360,000 compounds, 3% hits; AID 485364; further: potency means the concentration at half of the fitted maximal effect; nearly all actives have a fitted effect of over 60% in size
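Kinetic colorimetric format: TGR-catalysed, NADPH-driven DTNB reduction monitored via TNB absorbance. Enzyme dispensed at 20 nM; compound exposure 15 min at room temperature before reaction start.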
FBPA Giardia inh = blocks Giardia fructose-bisphosphate aldolase activity. A8B2U2. purified Giardia FBPA. Potency, µM (top dose mostly 59.6 µM), inactives show at the top dose activity, negative = inhibition, most hits filed as inhibitors. 290,000 compounds, 0.71% hits. AID 2451; further: potency means the concentration at half of the fitted maximal effect; nearly all actives have a fitted effect of over 55% in size
Target sequence (A8B2U2 whole entry, looked up): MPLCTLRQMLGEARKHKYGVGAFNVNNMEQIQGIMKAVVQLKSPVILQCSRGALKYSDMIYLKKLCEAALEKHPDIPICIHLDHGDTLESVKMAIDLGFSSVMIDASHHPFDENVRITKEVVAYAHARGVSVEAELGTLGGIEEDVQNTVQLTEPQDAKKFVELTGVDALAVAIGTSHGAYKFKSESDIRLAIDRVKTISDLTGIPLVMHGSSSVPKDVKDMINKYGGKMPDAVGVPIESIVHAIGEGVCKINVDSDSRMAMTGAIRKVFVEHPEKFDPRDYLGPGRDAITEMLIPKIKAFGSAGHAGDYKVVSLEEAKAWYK
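Giardia FBPA (40 nM reagent) was preincubated 10 min at RT with compound (up to 57.5 uM final), then substrate plus GAPDH/TPI/NAD/arsenate coupling system with diaphorase/resazurin was added; resorufin fluorescence (525/598 nm) was read after 20 min.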
Active calls of the source: *; ? = inconclusive; . = no result given; & = joins results of further samples; ! = a repeat was not active; [ ] = another dose, or the depositor's remark. Unless noted, the call rests on the fitted dose curve; in most records, active means well fitted curve in the direction sought with a large enough effect; inconclusive means small, poorly fitted or top-dose-only effect, or another doubt; inactive means no such curve, though single readings can be large; an effect the other way counts as inactive or inconclusive. Unless noted, on the % scale 0 is the no-effect control and ±100 the full control effect. Compounds were not picked by outcome (roughly 9.3% active in at least one column).

#	SMILES	AMA1-RON2 inh	AmpC inh detg	HCV inhibitor
1	COc1ccc(N2CCN(S(=O)(=O)c3ccc(OC)c(C(=O)N4CCCCC4)c3)CC2)cc1	-4%	-9%	13µM*
2	COc1ccc(CN(CC(=O)NCCc2ccccc2)C(=O)CCC(=O)Nc2ccccn2)cc1	6%	2%	?
3	O=[N+]([O-])c1ccc(CNC2CCCc3ccccc32)cc1 (configuration not stated)	-26%	-9%	-13%
4	CC(=O)c1sc(-c2ccccc2)cc1NS(=O)(=O)c1ccc(C)cc1	0%	0%	-15%
5	O=C(CCc1nc2cccnc2n1-c1ccccc1)Nc1ccc(Cl)c(Cl)c1	.	-9%	.
6	Cc1cc(C)nc(N/N=C/c2c(C)oc3ccccc23)n1	7%	-13%	-19%
7	O=C(NCC(=O)N1CCOCC1)OCc1ccccc1	61%[activator]	?	7%
8	COC(=O)C1=[N+]([O-])OC(C(=O)OC)C1c1c[nH]c2ccccc12 (configuration not stated)	5%	4%	9%
9	C=CCn1c(SCC(=O)Nc2c(C)cccc2C)nnc1-c1ccncc1	-4%	13%	3%
10	CC(=O)Nc1ccc(S(=O)(=O)N(C)CC(=O)Nc2nc3ccccc3[nH]2)cc1	59%[activator]	?	15%
11	CCOC(=O)CC1C(=O)NCCN1c1nc2ccc(C)cn2c(=O)c1/C=C1\SC(=S)N(CC(C)C)C1=O (configuration not stated)	0%	-2%	?
12	Cn1c(NCCO)nc2c(c1=O)C1(CCCCC1)Cc1ccccc1-2	0%	?	9%
13	CC(=O)N(Cc1cc(=O)[nH]c2ccccc12)c1ccccc1	-10%	?	1%
14	O=C(NCc1nc(-c2ccccc2)cs1)c1ccccc1	-5%	5%	7%
15	O=C1NC(=S)NC(=O)C1c1ccccc1	17%	.	3%

#	Sm TGR inh	HCMV antiviral	FBPA Giardia inh
1	-2%	-32	4%
2	-2%	29	.
3	2%	-11	?
4	5%	30	11%
5	-3%	?	.
6	-21%	-28	-26%
7	-2%	-17	16%
8	?	13	-6%
9	-3%	-30	3%
10	2%	0	.
11	-1%	.	-9%
12	3%	-26	-1%
13	29%	-5	0%
14	6%	-17	1%
15	.	-10	.

Complete entries from above.
`CC(=O)N(Cc1cc(=O)[nH]c2ccccc12)c1ccccc1` across the screens: AMA1-RON2 inh = -10%; AmpC inh detg = ?; HCV inhibitor = 1%; Sm TGR inh = 29%; HCMV antiviral = -5; FBPA Giardia inh = 0%
`CC(=O)Nc1ccc(S(=O)(=O)N(C)CC(=O)Nc2nc3ccccc3[nH]2)cc1` across the screens: AMA1-RON2 inh = 59%[activator]; AmpC inh detg = ?; HCV inhibitor = 15%; Sm TGR inh = 2%; HCMV antiviral = 0; FBPA Giardia inh = .
`O=[N+]([O-])c1ccc(CNC2CCCc3ccccc32)cc1` (configuration not stated) across the screens: AMA1-RON2 inh = -26%; AmpC inh detg = -9%; HCV inhibitor = -13%; Sm TGR inh = 2%; HCMV antiviral = -11; FBPA Giardia inh = ?

Next records:
#	SMILES	AMA1-RON2 inh	AmpC inh detg	HCV inhibitor
16	CC(C)NC(=O)Cn1cc(C(=O)COc2ccccc2)c2ccccc21	-6%	-2%	-23%
17	CCN1CCN(C(=O)c2cc3ccc(OC)cc3[nH]2)CC1	-2%	1%	11%
18	CCCS(=O)(=O)c1c(S(=O)(=O)CCC)c2cnccn2c1C(=O)c1ccc(CC)cc1	1%	4%	-20%
19	CCN(CC)CCC/C(=N\O)C(O)(c1ccccc1)c1ccccc1	5%	0%	6%
20	COCCn1c(SCC(=O)NC(=O)NC2CCCCC2)nc2ccccc2c1=O	-3%	.	?
21	O=C(COc1ccccc1F)Nc1ccc2oc(-c3cccc(Cl)c3)nc2c1	.	20%	.
22	CCn1c(SCC(=O)OC(C)C)nnc1-c1ccccc1OC	-3%	2%	31%[activator]
23	Cc1nn(C)c(C(=O)NNC(=S)Nc2ccc(F)cc2)c1[N+](=O)[O-]	39%[activator]	?	11%
24	COc1cccc(NC(=O)Nc2ccc3c(c2)CCC3)c1	7%	-6%	?
25	COC(=O)Cn1ncn2cccc2c1=O	0%	-8%	32%[activator]
26	COc1ccc(OCC(=O)Nc2ccc(O)c(-c3nc4ccccc4s3)c2)cc1	.	2%	.
27	Cc1ccc(/C=N/NC(=O)Cc2cccn2C)s1	-1%	-3%	1%
28	O=c1c2cccc3c(N4CCOCC4)ccc(c32)c2nc3ccccc3n12	.	5%	?
29	CCOC(=O)C1=C(C)OC(N)=C(C#N)C1c1cc2cc(C)ccc2nc1N1CCCCC1 (configuration not stated)	6%	-10%	-2%&-26%
30	CCOC(=O)CC(NC(=O)Cn1nnc(-c2ccc(Cl)cc2)n1)c1ccc(OC)cc1 (configuration not stated)	.	1%	.

#	Sm TGR inh	HCMV antiviral	FBPA Giardia inh
16	1%	-15	0%
17	15%	122	-5%
18	-3%	-12	-2%
19	5%	-37	2%
20	.	0	.
21	8%	41	.
22	7%	-22	5%
23	3%	-12	12%
24	-5%	-27	.
25	-2%	16	0%
26	0%	10	.
27	-23%	34	-6%
28	5%	.	5%
29	3.5µM*	41	?
30	-1%	-19	.

Continuation.
#	SMILES	AMA1-RON2 inh	AmpC inh detg	HCV inhibitor
31	CCOc1cc(NC(=S)NCCOC)c(OCC)cc1NC(=O)c1cccs1	-1%	-6%	-29%
32	CC(=O)c1c(O)cc(C(C)C)n(-c2ccccc2)c1=O	-3%	-11%	40%[activator]
33	Cc1cccc(/N=C/c2c(O)[nH]c3ccccc23)n1	6%	-14%	-29%
34	CSc1ccccc1NC(=S)NC1CCCC1	1%	-12%	-10%
35	COc1ccc2c(c1)C1=NN(/C(C)=C/C(C)=O)C(c3cccc(F)c3)C1CC2 (configuration not stated)	-1%	?	?
36	COC(=O)C1Cc2ccccc2CN1S(=O)(=O)c1ccc(F)cc1 (configuration not stated)	5%	-9%	12%
37	Cc1ccc(S(=O)(=O)N(C(=O)c2ccncc2)c2ccc(OC(=O)c3ccncc3)cc2)c(C)c1	0%	?	-6%
38	CC(CN1CCN(C)CC1)OC(=O)c1cccc(Cl)c1 (configuration not stated)	17%	-12%	15%
39	CC1CC(C)CN(C(=O)c2cccc(S(=O)(=O)Nc3cc(C(F)(F)F)ccc3Cl)c2)C1 (configuration not stated)	19%	1%	25%
40	COc1ccc(N(CC(=O)NCCSc2ccccn2)S(=O)(=O)c2ccccc2)c(OC)c1	-2%	9%	-9%
41	CCOC(=O)C1(CCOc2ccccc2)CCN(Cc2cccc3c2OCO3)CC1	?	-2%	10µM*
42	CC1CCCC(NC(=O)COC(=O)COc2ccccc2Cl)C1C (configuration not stated)	7%	?	8%
43	CC(C)(C)S(=O)(=O)N1Cc2cc(=O)n(Cc3ccccc3)c(CCO)c2[C@H]1CCO	6%	.	47%
44	CCc1cccc(NC(=O)CC2Oc3ccc(C)cc3NC2=O)c1 (configuration not stated)	.	3%	.
45	O=C(NCc1ccccc1)C1(c2cccc(F)c2)CCCC1	0%	4%	6%

#	Sm TGR inh	HCMV antiviral	FBPA Giardia inh
31	-28%	-9	-10%
32	-1%	-17	-3%
33	-16%	84	-13%
34	2%	-13	-16%
35	6%	21	?
36	1%	5	2%
37	-15%	?	-2%
38	-24%	32	-12%
39	-5%	-4	19%
40	3%	5	-8%
41	.	-38	0%
42	2%	50	-1%
43	.	-4	.
44	1%	29	.
45	5%	?	7%

(next part)
#	SMILES	AMA1-RON2 inh	AmpC inh detg	HCV inhibitor
46	CN1CCN(/N=C/c2ccc(OCc3ccccc3)cc2)CC1	-20%	3%	?
47	FC(F)(F)Sc1ccc(NC(=S)NCc2ccccc2)cc1	33%[activator]	-4%	?
48	O=C(NCCS(=O)(=O)N1CCN(c2ccccc2F)CC1)c1ccco1	-12%	-5%	19%
49	CC(=O)Nc1cccc(/C(C)=N/NC(=O)c2ccc(O)cc2)c1	1%	4%	9%
50	COCCn1c(C)cc(O)c(C(c2ccccc2)N2CCN(CCO)CC2)c1=O (configuration not stated)	.	2%	.
51	CNS(=O)(=O)c1cccc(C(=O)OCC(=O)Nc2ccc(Cl)cn2)c1	-1%	-8%	-14%
52	CCOC(=O)C1=C(C)NC(C)=C(C(=O)OCC)C1c1ccccn1	-8%&2%	?	7%
53	CCOC(=O)Cn1nc(-c2ccccc2)ccc1=O	25%	-6%	8%
54	O=C(CCOc1ccccc1)Nc1nnc(-c2ccc3c(c2)OCCO3)o1	52%[activator]	-1%	-2%
55	COCCN(CCOC)C(=O)c1cc2c(=O)n3ccccc3nc2n1C	.	3%	.
56	CC1CCCN(C(=O)Cc2cn(Cc3cccc(Cl)c3)c3ccccc23)C1 (configuration not stated)	-23%	?	?
57	CCCOc1ccc(C(=O)Nc2ccc(NC(=O)c3ccc(Br)cc3)cc2)cc1	.	15%	.
58	Cc1nn(C(=O)c2cc([N+](=O)[O-])ccc2Cl)c(C)c1Br	-14%	-1%	14%
59	O=C(COC(=O)/C=C/c1ccc(S(=O)(=O)N2CCc3ccccc32)cc1)NC1CCS(=O)(=O)C1 (configuration not stated)	0%	3%	23%
60	COc1ccc(NC(=O)CS(=O)c2ccc(Cl)c(Cl)c2)cc1 (configuration not stated)	20%	1%	-1%

#	Sm TGR inh	HCMV antiviral	FBPA Giardia inh
46	-5%	49	2%
47	-9%	?	-11%
48	-14%	-5	.
49	3%	-23	0%
50	3.5µM*	9	.
51	24%	22	-5%
52	15%	-99*!	0%
53	-1%	8	0%
54	-7%	18	0%
55	-14%	-2	.
56	-8%	-23	0%
57	-4%	27	.
58	1%	36	6%
59	-16%	-24	-4%
60	8%	54	-7%

Fetched by structure from the entries so far, two records:
#	SMILES	AMA1-RON2 inh	AmpC inh detg	HCV inhibitor
47	FC(F)(F)Sc1ccc(NC(=S)NCc2ccccc2)cc1	33%[activator]	-4%	?
53	CCOC(=O)Cn1nc(-c2ccccc2)ccc1=O	25%	-6%	8%

#	Sm TGR inh	HCMV antiviral	FBPA Giardia inh
47	-9%	?	-11%
53	-1%	8	0%

Remaining list, next part.
#	SMILES	AMA1-RON2 inh	AmpC inh detg	HCV inhibitor
61	O=C(CSc1nn(-c2ccc(F)cc2)c(=S)s1)N1CCN(C(=O)c2ccco2)CC1	-1%	-11%	?
62	Cc1cccc(OCC(O)CN2CCNCC2)c1 (configuration not stated)	10%	-8%	26%
63	CCN(CC)CCNC(=O)c1ccc(NC(=O)c2ccc(S(=O)(=O)N(C)c3ccccc3OC)cc2)cc1	-2%[11.6 µM]	.	-24%
64	CC1(C)CC(=O)c2sc(NS(=O)(=O)c3ccccc3)nc2C1	9%	2%	5%
65	CCc1ccc(NC(=O)CSc2nc3c(sc4ccccc43)c(=O)n2CCCOC(C)C)cc1	.	4%	.
66	O=c1c2cc(Br)ccc2[nH]c(=S)n1Cc1ccccn1	31%[activator]	-5%	1%

#	Sm TGR inh	HCMV antiviral	FBPA Giardia inh
61	-28%	-15	3%
62	5%	21	?
63	.	-30	.
64	.	-40	8%
65	8%	?	.
66	-8%	12	-12%

From PubChem
